From PubChem
DAGLB inh: blocks human DAGLB lipase activity. Q8NCG7. HEK293T DAGLB membrane lysate, EnzChek fluorogenic substrate. inhibition, % at 5.17 µM. 340,000 tested, 0.059% active. AID 504411; in the data active = inhibition above about 34%;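 also: 0% = enzyme with vehicle and 100% = wells lacking enzyme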
Cardiac RTF inh: cardiac RTF calcium desensitization | IANBD-labeled cardiac RTF, Ca2+ fluorescence | inhibition, % at 7.15 µM | 340,000 tested, 0.12% active | AID 493244;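 active = inhibition above the mean inhibition of all tested compounds plus 3 SD, cut at about 17% in these data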;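 also: assay run at fixed EC70 calcium of 1.6 mM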
Keap1 Nrf2 FP: Keap1-Nrf2 (human) interaction inhibition. Keap1 Kelch-Nrf2 peptide fluorescence polarization, 1536-well. inhibition, % at 9.4 µM. 340,000 tested, 0.15% active; in the data active = inhibition above about 12%;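 also: human Keap1 Kelch domain with fluorescein labeled Nrf2 9mer peptide probe; 0% = neutral control wells and 100% = peptide positive control; higher means more block of Keap1 binding to Nrf2 peptide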
V-ATPase pH: alters yeast V-ATPase proton transport. S. cerevisiae, pHLuorin cytosolic pH fluorescence. response, % at 10 µM. 350,000 tested, 0.37% active. AID 504577; in the data active = response mostly above about 7.3%, no sharp cut-off; inactive = mostly below about 5.4%; also: actives read high; inactives centre near 0; some compounds called inactive have numbers as strong as hits; reference of the scale not given here
Arr AP2 block: inhibitors of human beta-arrestin and AP2 interaction. inhibition, % at 10 µM. FITC-arrestin peptide / GST-AP2 beads, flow cytometry; AP2 beta2 appendage carries R879A mutation. 340,000 tested, 0.31% active. AID 504490;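 active = inhibition above a set limit, near 3 SD of compounds lacking own fluorescence, cut at about 54% in these data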;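 also: plate controls were DMSO wells for no effect and 5 µM unlabelled arrestin peptide for full effect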
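Material – AP2 appendage R879A on GSH beads · Buffer or medium – PBS with 0.05% Tween 20 and 0.1% BSA · Probe or stimulus – fluorescein-tagged arrestin peptide at 50 nM final · Incubation – compound with beads 12 min RT, then probe 1 h RT · Detection – high-throughput flow cytometry of beads, ex 488, em 535 nm · Evaluation – percent response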
Pemphigus Ab inh: inhibitors of pemphigus antibody binding to human desmoglein-3 | DSG3-coupled beads, scFv-anti-DSG3-GFP binding, flow cytometry; active compounds read low | binding (percent of control), % at 10 µM | 310,000 tested, 0.48% active | AID 588358;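 active = binding more than 3 SD below its plate's average and above zero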;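 also: hits lower antibody fragment binding to DSG3; some compounds called inactive have numbers as strong as hits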
C-LANA FP: blocks KSHV LANA C-terminal domain binding to DNA. MBP-C-LANA/FAM-LBS DNA binding, fluorescence polarization. inhibition, % at 9 µM. 340,000 tested, 0.078% active;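 active = highest replicate inhibition at or above 60% at 9 µM, even if other replicates fall short; inactive = all replicates below 60% inhibition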;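 also: 0% = neutral control wells and 100% = 4 µM acridine orange control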
CAL PDZ FP-1: CAL PDZ (human) peptide binding inhibition | Q9HD26 | purified CAL PDZ, TMR-peptide fluorescence polarization, 1 h | inhibition, % at 24.9 µM | 300,000 tested, 0.92% active | AID 602252;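 active = mean inhibition of at least 30% with at least half of replicates also reaching 30%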;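 also: 0% = DMSO neutral control and 100% = excess unlabeled competitor peptide PRC23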
NSD2 HMT inh: blocks human histone methyltransferase NSD2; O96028; NSD2 peptide methylation, AlphaScreen, 120 min; inhibition, % at 12.5 µM; 310,000 tested, 0.54% active; AID 743445; in the data active = inhibition above about 50%
Target sequence (O96028 whole entry, looked up): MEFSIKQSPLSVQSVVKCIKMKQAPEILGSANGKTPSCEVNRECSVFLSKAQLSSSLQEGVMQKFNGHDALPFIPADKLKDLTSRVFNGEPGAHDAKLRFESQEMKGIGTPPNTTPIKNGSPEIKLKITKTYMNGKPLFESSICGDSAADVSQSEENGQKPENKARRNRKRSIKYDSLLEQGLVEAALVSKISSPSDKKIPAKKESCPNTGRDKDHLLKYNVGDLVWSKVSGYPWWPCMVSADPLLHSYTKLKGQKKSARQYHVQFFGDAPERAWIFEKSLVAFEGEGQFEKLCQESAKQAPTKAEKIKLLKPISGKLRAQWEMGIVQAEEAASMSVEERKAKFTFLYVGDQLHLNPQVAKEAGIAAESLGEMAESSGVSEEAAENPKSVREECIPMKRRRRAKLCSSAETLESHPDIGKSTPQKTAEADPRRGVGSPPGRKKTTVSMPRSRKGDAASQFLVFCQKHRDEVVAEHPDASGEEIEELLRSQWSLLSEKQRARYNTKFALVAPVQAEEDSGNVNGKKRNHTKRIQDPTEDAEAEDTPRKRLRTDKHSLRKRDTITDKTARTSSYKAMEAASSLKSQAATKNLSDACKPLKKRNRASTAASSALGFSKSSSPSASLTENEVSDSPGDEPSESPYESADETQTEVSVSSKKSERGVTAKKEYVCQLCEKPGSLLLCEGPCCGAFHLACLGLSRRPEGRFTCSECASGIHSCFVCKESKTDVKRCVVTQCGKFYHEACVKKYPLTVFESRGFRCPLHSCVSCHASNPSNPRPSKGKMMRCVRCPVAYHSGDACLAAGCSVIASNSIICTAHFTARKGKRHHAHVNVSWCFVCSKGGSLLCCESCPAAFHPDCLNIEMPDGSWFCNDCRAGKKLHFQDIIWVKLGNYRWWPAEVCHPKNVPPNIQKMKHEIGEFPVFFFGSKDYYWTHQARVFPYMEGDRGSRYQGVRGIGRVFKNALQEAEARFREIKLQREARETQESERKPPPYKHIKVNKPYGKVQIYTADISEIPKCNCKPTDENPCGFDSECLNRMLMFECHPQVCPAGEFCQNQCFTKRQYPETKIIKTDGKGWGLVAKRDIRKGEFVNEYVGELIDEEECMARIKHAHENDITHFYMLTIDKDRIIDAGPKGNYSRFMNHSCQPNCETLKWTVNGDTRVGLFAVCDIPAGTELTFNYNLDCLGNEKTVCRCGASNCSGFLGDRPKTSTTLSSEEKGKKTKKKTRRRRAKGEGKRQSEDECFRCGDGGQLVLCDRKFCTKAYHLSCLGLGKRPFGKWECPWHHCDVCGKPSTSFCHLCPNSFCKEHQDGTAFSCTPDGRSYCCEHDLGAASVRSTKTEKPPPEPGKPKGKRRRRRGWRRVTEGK
CAL PDZ FP-2: human CAL PDZ-peptide interaction inhibition. Q9HD26. purified CAL PDZ, TMR-peptide fluorescence polarization, 1 h. inhibition, % at 20 µM. 330,000 tested, 0.02% active. AID 504414;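 active = highest replicate inhibition of at least 40%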;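 also: plate controls were DMSO neutral control wells for no effect and unlabeled competitor peptide control wells for full effect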
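System: purified tagged CAL PDZ domain construct (CerCALP). Schedule: 1 h incubation at room temperature before polarization reading. Medium: 25 mM sodium phosphate pH 7.4, 150 mM NaCl, TCEP, IgG, Thesit. Read-out: percent inhibition from loss of millipolarization. Measured by: FP readout, S and P plane fluorescence. Probe or stimulus: fluorescent TMR peptide probe.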
Numbers without * were called inactive; / = not tested or not shown. Only part of the results is shown. The share of hits here may be higher or lower than overall.

SMILES | DAGLB inh | Cardiac RTF inh | Keap1 Nrf2 FP | V-ATPase pH | Arr AP2 block | Pemphigus Ab inh | C-LANA FP | CAL PDZ FP-1 | NSD2 HMT inh | CAL PDZ FP-2
NNC(=O)CN1C(c2ccc(Cl)cc2)=Nc2ccc(Br)cc2C1c1ccccc1 (stereo not given) | -2 | -2 | -10 | -2 | 4 | 97 | 3.4 | -3 | -2 | -0.9
Cn1c(=O)c2cc(S(=O)(=O)N3CCOCC3)ccc2n(C)c1=O | -2 | 7 | -8 | -2 | 2 | 103 | -0.9 | -2 | / | -0.9
Cc1ccc(NS(=O)(=O)c2cccc3cccnc23)c(Cl)c1 | -3 | -12 | 5 | 6 | 14 | 104 | 3.4 | -2 | -1 | -0.2
CCCn1c(=O)[nH]c2ccccc21 | 0 | 0 | 0 | -2 | 0 | 107 | 1.3 | -1 | -2 | -0.9
Cc1cccc(C)c1N1C(=O)CN(Cc2ccccc2)C1=S | -6 | 2 | 2 | 1 | 34 | 98 | -1.0 | 3 | -5 | -0.4
COCCNc1c2c(nc3c(-c4ccccc4)c(C)nn13)CCC2 | -4 | 4 | -5 | 1 | 4 | 109 | 0.7 | / | -6 | 0.8
NCCSc1c(-c2ccc(F)cc2)[nH]c2ccccc12 | -1 | -3 | -7 | 1 | -3 | 98 | 1.0 | -3 | 5 | -1.9
Cc1ccc(C(CNS(=O)(=O)c2ccc(Cl)cc2)N2CCN(C)CC2)cc1 (stereo not given) | 3 | -5 | 5 | -1 | -4 | 102 | 2.9 | 10 | 3 | -0.6
CC1CCCC(C)N1C(=O)COC(=O)Cc1c[nH]c2ccccc12 (stereo not given) | 2 | -9 | 0 | 4 | 10 | 109 | -0.7 | 2 | 2 | -2.4
COc1ccccc1N1CCN(C(=S)Nc2ccc3nc(N4CCOCC4)cc(C)c3c2)CC1 | 2 | -22 | 2 | 3 | 4 | 86 | 2.6 | 1 | 2 | -0.7

The last two records of the section above open the next one.
SMILES | DAGLB inh | Cardiac RTF inh | Keap1 Nrf2 FP | V-ATPase pH | Arr AP2 block | Pemphigus Ab inh | C-LANA FP | CAL PDZ FP-1 | NSD2 HMT inh | CAL PDZ FP-2
CC1CCCC(C)N1C(=O)COC(=O)Cc1c[nH]c2ccccc12 (stereo not given) | 2 | -9 | 0 | 4 | 10 | 109 | -0.7 | 2 | 2 | -2.4
COc1ccccc1N1CCN(C(=S)Nc2ccc3nc(N4CCOCC4)cc(C)c3c2)CC1 | 2 | -22 | 2 | 3 | 4 | 86 | 2.6 | 1 | 2 | -0.7
Cc1ccnc(SCc2nc3ccccc3s2)n1 | -4 | -2 | 2 | 0 | 4 | 106 | -0.2 | 5 | 0 | /
CCOc1ccc(-c2cc(N3C(=O)Nc4ccccc4N3O)on2)cc1 | 0 | 1 | 2 | 0 | 1 | / | -1.9 | -3 | -2 | -0.2
NC(=O)Cn1nnc(-c2ccccc2NC(=O)c2cnccn2)n1 | -1 | 0 | -1 | -6 | 1 | 74 | -3.1 | 0 | -2 | -2.7
S=C(Nc1cccc(Cl)c1)N(CCCN1CCCC1)Cc1cccn1Cc1ccc(Cl)cc1 | 0 | 3 | -4 | 0 | -8 | 95 | -0.3 | -6 | / | -2.1
c1ccc2c(c1)nc1n2CCS1 | 2 | 3 | -4 | -2 | -7 | 94 | 0.5 | -7 | 6 | -2.4
CCN1CCN(C(=O)c2cc3cc(F)ccc3[nH]2)CC1 | -6 | -7 | -6 | -2 | 22 | 119 | 0.0 | -3 | 6 | -0.8
Cc1ccc(S(=O)(=O)N2[C@@H](c3ccc(C#N)cc3)C(C(=O)O)=C[C@H]2CC2CCCC2)cc1 | 9 | -6 | -6 | -1 | 20 | 95 | -0.3 | -4 | / | 1.0
Cn1c(N)c(C(c2ccccc2)c2c(N)n(C)c(=O)n(C)c2=O)c(=O)n(C)c1=O | -1 | -12 | -7 | -2 | -5 | 97 | 0.7 | -5 | -3 | 0.3
Oc1ccccc1CN1CCCC(N2CCN(c3cccc(C(F)(F)F)c3)CC2)C1 (stereo not given) | 2 | 2 | 2 | 6 | 42 | 107 | -8.5 | -1 | 2 | -3.7
Cc1ccccc1-n1c(C)cc(/C=N/NC(=O)c2ccc(CN3CCOCC3)cc2)c1C | 3 | -1 | 0 | 1 | 0 | 99 | 1.0 | -3 | 0 | -0.3
O=C(Nc1ccccc1Cl)c1ccn[nH]1 | -4 | 8 | 0 | 7 | 7 | 107 | -0.3 | -5 | 0 | -0.5
O=S(=O)(O)c1ccc(N=Nc2ccccc2)cc1 | 5 | 2 | 4 | -1 | 4 | 143 | 4.0 | -4 | 1 | -0.2
CCn1c(-c2cc(-c3ccc(OC(C)C)cc3)nc3ccccc23)n[nH]c1=S | -3 | -6 | 0 | 0 | 3 | 101 | -0.1 | -10 | 0 | -0.6
CC1=NN(c2ccc([N+](=O)[O-])cc2)C(=O)C1 | 5 | 4 | -8 | 2 | 41 | 97 | 0.2 | / | 10 | -1.3
Cn1cccc1C(=O)OCC(=O)Nc1ccc2c(c1)CCC2 | -7 | 11 | 0 | 4 | 1 | 98 | 0.2 | 1 | -1 | -2.2
CCN(C[C@H]1N[C@@](CC)(C(=O)OC)[C@H]2C(=O)N(Cc3ccccc3)C(=O)[C@@H]12)C(C)=O | -3 | 4 | 0 | -1 | 38 | 95 | 0.0 | 0 | / | 0.1
CCOC(=O)c1cc2occc2n1CC(=O)N1CCN(C(=O)c2ccco2)CC1 | 1 | -9 | -6 | -2 | 7 | 108 | 3.4 | -2 | 1 | -1.9
CC(=O)Nc1c(O)c2cccc3c2n(c1=O)CCC3 | -1 | -4 | -2 | -1 | 2 | 106 | 0.4 | -3 | 0 | 0.5
CC(C)(CCc1ccccn1)C(=O)CCCc1ccccn1 | -3 | -5 | -4 | 0 | -7 | 113 | 0.3 | 1 | 0 | 0.9
Cc1ccccc1C(=O)Nc1ccnn1C1CCN(C(=O)c2ccoc2)CC1 | -1 | 1 | 0 | 2 | -13 | 102 | -0.6 | -6 | -1 | -1.1

The list goes on, starting with the last 4 of the part before.
SMILES | DAGLB inh | Cardiac RTF inh | Keap1 Nrf2 FP | V-ATPase pH | Arr AP2 block | Pemphigus Ab inh | C-LANA FP | CAL PDZ FP-1 | NSD2 HMT inh | CAL PDZ FP-2
CCOC(=O)c1cc2occc2n1CC(=O)N1CCN(C(=O)c2ccco2)CC1 | 1 | -9 | -6 | -2 | 7 | 108 | 3.4 | -2 | 1 | -1.9
CC(=O)Nc1c(O)c2cccc3c2n(c1=O)CCC3 | -1 | -4 | -2 | -1 | 2 | 106 | 0.4 | -3 | 0 | 0.5
CC(C)(CCc1ccccn1)C(=O)CCCc1ccccn1 | -3 | -5 | -4 | 0 | -7 | 113 | 0.3 | 1 | 0 | 0.9
Cc1ccccc1C(=O)Nc1ccnn1C1CCN(C(=O)c2ccoc2)CC1 | -1 | 1 | 0 | 2 | -13 | 102 | -0.6 | -6 | -1 | -1.1
CCCn1c(N2CCN(C(=O)Nc3ccccc3)CC2)nc2ccccc21 | 1 | -2 | -2 | 0 | -10 | 103 | -1.0 | / | -2 | -0.9
C=CCn1cc(C(=O)NCCOC)c(=O)c2cc(S(=O)(=O)N(CC)CC)ccc21 | -1 | -1 | -4 | -4 | 27 | 90 | -0.2 | -3 | -3 | -0.7
O=C(OCC(=O)N1CCCCCC1)c1cccc(Cl)c1 | -1 | -7 | 3 | -2 | 10 | 100 | -1.3 | -3 | / | 0.6
CC(=O)N1CCN(S(=O)(=O)c2cccc(C(=O)NC3CCC(C)CC3)c2)CC1 (stereo not given) | -2 | 5 | -2 | -3 | 13 | 95 | -2.3 | -5 | -5 | -1.3
O=C(NNC(=O)c1ccc2ccccc2c1O)Nc1ccc(F)cc1 | 4 | -9 | 1 | 10 | 10 | 103 | 0.6 | -4 | 2 | -1.5
CCSc1nc(O)c(C2OC(=O)c3c2ccc(OC)c3OC)c(=O)n1CC (stereo not given) | -1 | 9 | -6 | -3 | -6 | 87 | -0.6 | -9 | 2 | -4.3
Cc1ccccc1C(=O)NCCNc1ccc([N+](=O)[O-])cc1 | 0 | 0 | 7 | 1 | -30 | 97 | -0.4 | / | 3 | 0.4
COc1ccccc1NC(CC(=O)c1ccccc1)C(=O)OCC(=O)c1ccc(C)c(C)c1 (stereo not given) | -2 | -1 | -6 | 0 | -4 | 122 | -1.2 | 0 | -3 | -3.0
Fc1ccc(-c2nnc3ccc(N4CCc5ccccc5C4)nn23)cc1 | -4 | -8 | -9 | 1 | 3 | 103 | 1.9 | -7 | / | -4.1
NC(=O)c1c(NC(=O)C2CC=CCC2C(=O)O)sc2c1CCCCC2 (stereo not given) | -2 | -8 | -4 | 1 | -1 | 94 | 4.3 | / | 3 | -0.1
CCC1(CC)C(=O)NC(=O)NC1=Nc1ccccc1 | -1 | -4 | 1 | 4 | 24 | 96 | 0.3 | 0 | -2 | -2.7
Cc1nn(Cc2c(Cl)cccc2Cl)c(C)c1NC(=O)/C=C/c1cnn(C)c1C | 1 | -1 | -5 | 7 | 6 | 97 | 0.8 | -7 | 2 | /
CC(C)CCn1c(CN(C)Cc2ccccc2)nc2c1c(=O)n(C)c(=O)n2C | -5 | -6 | -2 | 2 | 2 | 101 | -0.3 | -6 | 1 | -3.6
N#Cc1ccccc1OCC(=O)NC1CCCCCC1 | 0 | / | / | -3 | / | 109 | / | / | -1 | /
O=C(CNC(=S)N(Cc1ccccc1)Cc1cccnc1)NCCN1CCOCC1 | 2 | -4 | -1 | 0 | -18 | 116 | -1.8 | 4 | 1 | 1.2
COc1ccc(/C=C\c2nc(=O)c3ccccc3o2)cc1 | 1 | -7 | -2 | -1 | -8 | 108 | -1.5 | 9 | 2 | -1.5
O=C(COC(=O)Cn1[nH]c(=O)c2ccccc2c1=O)Nc1c(Cl)cccc1C(F)(F)F | -1 | 7 | -3 | -4 | -23 | 132 | -1.9 | -6 | / | 0.5
O=C(Cn1cnc2c(cnn2-c2ccc(Cl)cc2)c1=O)NCCc1ccccc1 | -1 | -4 | -6 | 0 | 10 | 96 | 0.2 | 5 | 2 | -1.2
CCC(Sc1nc2cc3c(cc2c(=O)n1Cc1ccco1)OCO3)C(=O)Nc1cccc(OC)c1 (stereo not given) | 1 | -2 | -1 | -1 | -7 | 105 | 0.8 | / | -2 | 0.0
